D2 antagonist – antagonizes the human D2 dopamine receptor | HEK293 TREx D2 cells, calcium flux, dopamine EC80 | inhibition, % at 10 µM | hit rate 2% among 340,000; in the data active means inhibition above about 30%; further: 0% is about no effect
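Inhibition of EC80 dopamine-driven calcium flux, recorded kinetically, defines activity here; cells are a tetracycline-induced HEK293 T-REx line expressing force-coupled D2.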
TRHR ag – TRH receptor (human) agonism; TRHR cells, calcium flux fluo-8, FDSS agonist mode; activation, % at 2 µM; hit rate 0.18% among 360,000; AID 493084; in the data active means activation above about 30%; further: 0% is about no effect
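Read-out: compound-evoked intracellular calcium rise in TRHR cells, fluo-8 dye, kinetic FDSS fluorescence at 1 s/cycle following a 10-cycle baseline. Cells cultured overnight before dye loading (30 min–1.5 h, RT).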
PI4K2A inh – PI4K2A (human) kinase inhibition; hit rate 0.13% among 420,000; purified PI4K2A, ADP-Glo luminescence, 1 h; stronger effect = lower value; Q9BTU6; activity change, negative = inhibition, % at 76.9 µM; in the data active means activity change below about -50%; inconclusive means mostly about -30% to -49%;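 further: -100% = wells without enzyme as full effect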
Target sequence (Q9BTU6 whole entry, looked up): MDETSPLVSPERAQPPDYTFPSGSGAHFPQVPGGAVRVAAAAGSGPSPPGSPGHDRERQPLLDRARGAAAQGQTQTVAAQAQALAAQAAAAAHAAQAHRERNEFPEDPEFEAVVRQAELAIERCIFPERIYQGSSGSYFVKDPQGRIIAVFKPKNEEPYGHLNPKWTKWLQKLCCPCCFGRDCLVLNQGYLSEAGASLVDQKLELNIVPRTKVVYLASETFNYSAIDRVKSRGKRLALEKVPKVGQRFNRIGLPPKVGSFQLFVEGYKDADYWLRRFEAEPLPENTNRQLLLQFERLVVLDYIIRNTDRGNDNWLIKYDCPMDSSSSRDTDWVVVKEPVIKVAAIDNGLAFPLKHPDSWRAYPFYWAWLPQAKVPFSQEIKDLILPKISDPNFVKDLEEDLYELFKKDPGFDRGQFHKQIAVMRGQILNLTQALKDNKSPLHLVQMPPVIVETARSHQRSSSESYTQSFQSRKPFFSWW
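ADP-Glo luminescence measured ADP generated by PI4K2A enzyme (4 ug/mL before mixing) with 1.2 mM PI substrate (pre-mix) and 300 microM ATP (pre-mix). Tris pH7.5 buffer with MgCl2, Triton X-100; 1 h reaction at ambient temperature.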
TRHR PAM – TRH receptor (human) allosteric enhancement; hit rate 0.66% among 360,000; enhancement, % at 2 µM; TRHR cells, fluo-8 calcium fluorescence, EC20 TRH enhancement; in the data active means enhancement above about 30%; further: 0% is about no effect
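Enhancer read-out: after compound pinning and an initial kinetic agonist-mode read, an EC20 of TRH (10 nM final) was injected and fluo-8 calcium signal (Ex 480/Em 530) followed at 1 s/cycle for 100 cycles in TRHR-expressing cells.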
TrxR1 substrate – substrates of rat thioredoxin reductase 1. AID 588456. Potency, µM (series often up to 114 µM), for inactives: top-dose activity change, negative = substrate turnover. hit rate 0.01% among 390,000. purified TrxR1 substrate turnover, NADPH consumption readout. O89049; further: potency means the concentration at half of the fitted maximal effect; on the % scale 0 is the no-effect control and ±100 the full control effect; nearly all actives have a fitted effect of over 50% in size
Target sequence (O89049 whole entry, looked up): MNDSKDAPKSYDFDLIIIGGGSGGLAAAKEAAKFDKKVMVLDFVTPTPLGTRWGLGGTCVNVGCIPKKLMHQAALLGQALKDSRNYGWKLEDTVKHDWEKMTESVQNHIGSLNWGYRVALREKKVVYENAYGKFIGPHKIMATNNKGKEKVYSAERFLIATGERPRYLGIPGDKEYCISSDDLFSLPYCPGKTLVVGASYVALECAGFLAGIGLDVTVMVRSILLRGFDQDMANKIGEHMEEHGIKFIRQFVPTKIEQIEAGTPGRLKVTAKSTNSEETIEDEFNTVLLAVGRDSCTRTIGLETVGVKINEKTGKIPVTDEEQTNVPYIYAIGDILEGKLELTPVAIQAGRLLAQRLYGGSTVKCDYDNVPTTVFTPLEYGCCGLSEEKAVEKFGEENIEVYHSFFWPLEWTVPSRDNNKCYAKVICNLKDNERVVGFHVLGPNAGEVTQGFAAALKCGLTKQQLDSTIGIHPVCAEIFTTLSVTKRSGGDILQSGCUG
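Rat TrxR1, dispensed at 90 nM, was prereduced with 400 uM NADPH (final) for 5 min at ~22 deg C, then incubated with compound 15 min before 400 uM selenite. A first-read NADPH fluorescence drop versus no-compound background flagged substrates.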
USP1 inh – inhibitors of human USP1/UAF1 deubiquitinase. hit rate 0.23% among 390,000. Potency, µM (doses to about 57.1 µM), for inactives: at the highest dose activity change, negative = inhibition, actives largely listed as inhibitors. recombinant USP1/UAF1, Ub-Rhodamine cleavage fluorescence; further: potency means the concentration at half of the fitted maximal effect; on the % scale 0 is the no-effect control and ±100 the full control effect; nearly all actives have a fitted effect of over 60% in size; inactives centre near -12
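High-throughput fluorogenic screen: 1nM USP1/UAF1 complex, Ub-Rho substrate 150nM final, 50mM HEPES pH 7.8 with 0.5mM EDTA, 0.1 mg/ml BSA, 1mM TCEP and 0.01% Tween-20.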
D2 agonist – activates the human D2 dopamine receptor; P14416; HEK293 T-REx D2 cells, calcium flux agonist mode; activation, % at 2 µM; hit rate 0.53% among 340,000;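 active means activation over 3 SD above normal in the single-dose calcium agonist read, cut at about 30% in these data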; further: 0% is about no effect
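Calcium-flux readout, 1 cycle/sec over 180 s following compound pin transfer, in inducible HEK293 Trex D2 cells (force-coupled); dopamine controls included. Positive calcium responses during this window marked compounds as potential agonists.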
TrxR1 inh – inhibitors of rat thioredoxin reductase 1; hit rate 1% among 390,000; recombinant rTrxR1, NADPH fluorescence consumption, selenite substrate; Potency, µM (series often up to 114 µM), without a hit: at the highest dose activity change, negative = inhibition, actives largely listed as inhibitors; O89049; AID 588453; further: potency means the concentration at half of the fitted maximal effect; on the % scale 0 is the no-effect control and ±100 the full control effect; nearly all actives have a fitted effect of over 65% in size
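Rat TrxR1 (90 nM in the dispensed reagent) was pre-reduced with 400 uM NADPH for 5 min at room temperature, then incubated with compound for 15 min. After 400 uM selenite was added, NADPH fluorescence (Ex 340/Em 450 nm) was followed for 8 min.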
IDH1 R132H inh – inhibitors of human mutant IDH1 R132H. O75874. IDH1-R132H enzyme, NADPH consumption, diaphorase/resazurin fluorescence. Potency, µM (highest dose often 76.6 µM), inactives show at the highest dose activity change, negative = inhibition, most hits filed as inhibitors. hit rate 0.093% among 390,000. AID 602179; further: potency means the concentration at half of the fitted maximal effect; on the % scale 0 is the no-effect control and ±100 the full control effect; nearly all actives have a fitted effect of over 65% in size
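IDH1-R132H (0.5 ug/mL dispensed) in pH 7.5 Tris buffer was preincubated 30 min with compound, then given a substrate mix of 0.016 mM NADPH and 2 mM alpha-KG for 80 min at room temperature; remaining NADPH was read by diaphorase/resazurin fluorescence.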
An asterisk follows results filed as active; ? = inconclusive; / = no result given; & = joins results of further samples; [ ] = remark or other dose. Unless noted, the call rests on the fitted dose curve; in most records, active means well fitted inhibition curve with a large enough effect; inconclusive means small, poorly fitted or top-dose-only effect; inactive means no such curve, though single readings can be large or run the other way.

SMILES	D2 antagonist	TRHR ag	PI4K2A inh	TRHR PAM	TrxR1 substrate	USP1 inh	D2 agonist	TrxR1 inh	IDH1 R132H inh
COc1ccc2nc(NC(=O)CS(=O)(=O)c3ccc(C)cc3)sc2c1	6	-2.7	-1	4	3%[57.1 µM]	-24%	-0.5	3%[57.1 µM]	-11%
COc1ccc(CCNC(=O)CSC2=Nc3ccccc3C3=NC(C(C)C)C(=O)N23)cc1OC (configuration not stated)	-6	-0.6	0	-11	-8%	-5%	-0.6	-6%	3%
CCOC(=O)c1c(N)sc2c(OCC)c(Br)ccc12	-10	-0.6	-2	-5	-3%	-18%	-1.3	8%[57.1 µM]	0%
CCCCNC(=O)c1c(O)c2cccc3c2n(c1=O)CCC3	-4	-0.4	4	-1	-3%	-18%	0.0	5%[11.4 µM]	-1%
COc1ccc(NC(=O)Nc2cccc(Cl)c2Cl)c(OC)n1	11	0.0	-3	1	7%	-15%	-0.6	21%	20%
Cc1cc(C)c(Cn2c(=O)n(Cc3ccccc3)c(=O)c3c(C)c(C)sc32)c(C)c1	/	0.1	7	-2	-1%	?	-0.5	14%	/
Cc1cc(N2CCCCC2)nc2ccc(NC(=O)c3ccc(Br)o3)cc12	11	-0.4	-4	-4	7%[57.1 µM]	-19%	0.6	8%[57.1 µM]	9%
Cc1cccc(S(=O)(=O)N2CCCc3ccccc32)c1	1	0.3	4	-2	5%	-28%	-0.1	43%[activator]	-1%
C/C(=N\NC(=S)NCCc1ccccc1)c1ccc(O)cc1O	/	0.2	9	-3	-5%	-20%	/	-13%	10%
CC(=O)Nc1ccc(S(=O)(=O)NCC2CCC(C(=O)NCCN(CC(C)C)CC(C)C)CC2)cc1 (configuration not stated)	/	0.7	2	2	-3%[57.1 µM]	-6%	-0.3	11%[57.1 µM]	-6%
CCC(=O)Nc1cccc(NC(=O)c2cc3ccccc3o2)c1	-3	-1.0	-7	-7	4%[57.1 µM]	-21%	-0.3	2%[57.1 µM]	11%
CCCCNC(=O)c1c(C)cc(=O)oc1C	-3	0.0	1	10	-11%	2%	0.0	-3%	2%
CCCC(O)(c1ccc(OC)cc1)C(CN1CCOCC1)c1ccccc1 (configuration not stated)	2	-0.5	-3	-1	2%	-2%	1.6	16%	-1%
CCCNC(=O)c1onc(CSc2ccc(F)cc2)c1C(=O)NCCC	7	-0.2	-1	3	3%[57.1 µM]	-10%	-0.1	-2%[57.1 µM]	-5%
CCCCOc1cccc(-c2nnc(N)s2)c1	-8	0.6	1	4	2%	-19%	0.1	9%	2%
O=C(C1CCCO1)N1CCN(C(=S)Nc2ccc(Cl)cc2)CC1 (configuration not stated)	-5	0.4	1	3	9%[0.457 µM]	4%	0.3	4%	7%
O=C(O)[C@H](Cc1ccccc1)N1Cc2ccccc2C1=O	-1	-0.1	-3	2	-6%[57.1 µM]	-11%	-0.5	19%[57.1 µM]	-3%
Cc1noc(NS(=O)(=O)c2ccc(NC(=O)c3ccc(N(C)C)cc3)cc2)c1C	-9	0.0	-8	3	-7%	-22%	0.2	0%	-6%
O=C(c1noc2c1CCCC2)N1CCCCC1	-7	0.3	-7	3	9%	3%	0.3	31%	0%
O=C1NCCN(Cc2ccoc2)C1CC(=O)N(Cc1ccccc1)CC1CCC1 (configuration not stated)	-20	0.3	9	1	3%	-13%	0.6	?	1%
CC1CCN=C(N)S1 (configuration not stated)	/	/	-4&2	/	3%[57.1 µM]	-8%	/	21%[57.1 µM]	1%
CC(C)C[C@H](NC(=O)c1cc2cc(Cl)ccc2n1C)C(=O)N1CCC(C(=O)O)CC1	-12	0.8	-1	3	7%	-12%	0.9	10%	-2%
COc1cc(=O)[nH]c(SC(C)C(=O)Nc2nc3c(s2)CCCC3)n1 (configuration not stated)	3	-1.6	1	4	3%	-13%	-2.1	10%	3%
CCCCn1c(N)c(N(C)C(=O)c2cc3c(s2)CCCCC3)c(=O)[nH]c1=O	-3	0.1	7	0	-3%	-17%	-0.1	1%	-12%
COc1cc2c(cc1OC)C(COc1cc(C)cc(C)c1)N(C(=O)c1ccc(S(=O)(=O)N3CCCC3)cc1)CC2 (configuration not stated)	/	0.5	-1	0	-8%[57.1 µM]	-24%	0.5	-10%[57.1 µM]	5%

Record cards, as listed above:
`C/C(=N\NC(=S)NCCc1ccccc1)c1ccc(O)cc1O` reads D2 antagonist: /; TRHR ag: 0.2; PI4K2A inh: 9; TRHR PAM: -3; TrxR1 substrate: -5%; USP1 inh: -20%; D2 agonist: /; TrxR1 inh: -13%; IDH1 R132H inh: 10%
`CC1CCN=C(N)S1` (configuration not stated) reads D2 antagonist: /; TRHR ag: /; PI4K2A inh: -4&2; TRHR PAM: /; TrxR1 substrate: 3%[57.1 µM]; USP1 inh: -8%; D2 agonist: /; TrxR1 inh: 21%[57.1 µM]; IDH1 R132H inh: 1%

New compounds follow
SMILES	D2 antagonist	TRHR ag	PI4K2A inh	TRHR PAM	TrxR1 substrate	USP1 inh	D2 agonist	TrxR1 inh	IDH1 R132H inh
c1ccc(-c2ncc(CN3CCN(c4ccccn4)CC3)[nH]2)cc1	89*	-0.3	-13	-2	3%	-9%	10	5%	12%
CCN(CC)S(=O)(=O)c1ccc(OC)c(NC(=O)C(Cc2ccccc2)N2C(=O)c3ccccc3C2=O)c1 (configuration not stated)	2	-0.6	/	-6	/	/	-0.4	/	/
CCc1nnc(NC(=O)c2ccc(S(=O)(=O)N(CCOC)CCOC)cc2)s1	-4	-0.2	1	7	-1%[57.1 µM]	-20%	-0.9	-2%[57.1 µM]	12%
O=C(NCCc1ccc(Cl)cc1)c1ccc(CS(=O)(=O)c2ccc(Cl)cc2)o1	/	-0.6	5	-3	-1%[57.1 µM]	-17%	/	5%[57.1 µM]	-12%
Cc1ccc2c(c1)N(CC(=O)N1CCCCC1)C(=O)CO2	28	-0.2	3	-1	?	-15%	-0.2	-13%	-4%
CCOc1ccc(NC(=O)COC(=O)c2n[nH]c3ccccc23)cc1	/	/	0	/	-5%[2.29 µM]	0%	/	-9%[2.29 µM]	-7%
Cn1c(SCC(=O)N2c3ccccc3CCc3ccccc32)nnc1-c1ccc(O)cc1	4	-0.5	1	2	-13%	-5%	-0.1	-15%	0%
Cc1ccc(C(=O)c2c(NC(=O)c3ccncc3)sc3c2CCCC3)cc1	-15	-0.3	-4	-2	-5%	-10%	0.7	-9%	-3%
O=C(O)c1ccc(COc2ccc3c4c(c(=O)oc3c2)CCC4)o1	-20	-0.4	-3	3	52%[activator][57.1 µM]	7%	-0.4	-10%[57.1 µM]	-10%
COc1ccc(C(=O)N2CCN(C)C(=O)[C@@H]2C)cc1OC1CCN(C(C)C)CC1	/	-0.5	5	-5	-2%	-11%	/	-10%	7%
CCOC(=O)C(CC(C)C)CP(=O)(O)CNC(=O)OCc1ccccc1 (configuration not stated)	/	0.5	37	0	-3%	-9%	/	-4%	-6%
COc1cccc(/C=C2/SC(=O)N(CC(=O)N3CCc4ccccc4C3)C2=O)c1OCC(=O)O	-6	-0.3	-26	3	-11%	-17%	1.6	-1%[57.1 µM]	2%
COc1ccc2ccccc2c1CN1CCSCC1	-20	-0.5	4	14	3%	-21%	0.2	5%	0%
CCOc1ccc(NC(=O)Cn2c3ncccc3c(=O)n2-c2ccc(CC)cc2)cc1	/	0.2	0	-1	32%[activator][57.1 µM]	1%	1.1	42%[activator][57.1 µM]	-3%
CCOc1ccc(C(=O)NCC(=O)NCC(c2ccc(OC)cc2)N2CCCC2)cc1 (configuration not stated)	-9	-0.6	2	4	-7%	-4%	-0.3	-16%	1%
COc1ccc(C2NCCc3cc(OC)c(OC)cc32)cc1OC (configuration not stated)	20	0.5	-5	-4	0%	-17%	0.7	-18%	3%
Cn1c(=O)c2c(nc3n2CCCN3CCc2ccccc2)n(C)c1=O	7	-0.9	2	7	2%[57.1 µM]	7%	0.1	-3%[57.1 µM]	-4%
Cc1cccc(N2CCN(C(=O)c3cccc(S(=O)(=O)N4CCCCC4)c3)CC2)c1C	/	/	-9	/	10%[57.1 µM]	-19%	/	14%[57.1 µM]	1%
O=C(O)C1C2CCC(CC2)C1C(=O)N1CCN(Cc2ccc(F)cc2)CC1 (configuration not stated)	-5	0.4	4	-4	4%	-8%	0.7	-6%	0%
CCCc1cc(=O)[nH]c2nnc(SCC(=O)NC3CCCC3)n12	-18	0.4	2	7	-3%[57.1 µM]	-24%	0.1	-10%[57.1 µM]	-13%
Cc1ccc(-n2nc(-c3ccccc3)cc2Nc2ccccc2N)cc1	6	-0.3	2	5	4%	-18%	1.5	8%	3%
CC(=O)c1ccc(S(=O)(=O)Nc2cc3c(cc2C(C)=O)OCO3)cc1	3	0.0	-1	0	-6%[57.1 µM]	-17%	2.4	-5%[57.1 µM]	-2%
O=C1c2ccccc2C(=O)c2c(NCc3cccnc3)cccc21	/	-0.1	3	-1	-16%	-8%	/	-17%	-6%
CN(Cc1nccn1C)C(=O)C1CCC(=O)N(Cc2cccc(C(F)(F)F)c2)C1 (configuration not stated)	-8	-0.2	-1	-3	3%	-24%	0.0	10%	15%
N#Cc1cccc(NC(=S)Nc2ccccc2)c1	3	-0.1	1	9	-4%	-15%	-0.5	45µM*	1%
O=C(NC1CCN(S(=O)(=O)c2cccc([N+](=O)[O-])c2)CC1)C1CCCCC1	16	-0.5	-3	5	3%	-5%	0.2	20%	3%
Cc1cc(C)c(NC(=S)N(CCCN2CCN(C)CC2)Cc2cccs2)c(C)c1	-1	0.4	1	-8	-2%	-4%	0.7	12%[57.1 µM]	6%
O=C(N/C(=C/c1cccnc1)C(=O)N1CCCCCC1)c1ccccc1	7	0.4	1	-8	1%[57.1 µM]	-9%	1.4	10%[57.1 µM]	-5%
COc1cc2c(cc1OC)CN(S(=O)(=O)c1cccs1)CC2	-2	0.2	-3	0	-5%	-10%	1.1	-6%	2%

An excerpt from above in order of their number in TrxR1 inh, low to high:
canonical_smiles | TrxR1 inh
CCOc1ccc(C(=O)NCC(=O)NCC(c2ccc(OC)cc2)N2CCCC2)cc1 (configuration not stated) | -16%
COc1ccc(C(=O)N2CCN(C)C(=O)[C@@H]2C)cc1OC1CCN(C(C)C)CC1 | -10%
c1ccc(-c2ncc(CN3CCN(c4ccccn4)CC3)[nH]2)cc1 | 5%

Screening results (PubChem)
